Assay outcomes: PubChem BioAssay, Broad Institute
C2C12 statin = suppressors of statin myotoxicity in C2C12 myotubes, primary screen, cell-based, single point, plate reader; rescue of ATP level, % at 7.49 µM; 0.78% of 330,000 active; C2C12 myotubes + simvastatin, ATP luminescence, 48 h; scaled: DMSO 0, geranylgeraniol control 100;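 active means mean ATP rescue above about 67%, or every replicate alone reaching that limit, limit read from the data, passing the limit was not always enough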;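 further: myotubes were challenged with 10 µM simvastatin during compound exposure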
Cneo AK release = Cryptococcus neoformans cell lysis inducers, primary screen, AK release luminescence, single concentration. C. neoformans lysis, adenylate kinase release luminescence, 4 h; normalised: neutral wells 0, clomiphene wells 100. lysis activity, % at 15 µM. 0.2% of 360,000 active. AID 651654, 2012;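 active means mean lysis activity across replicates of at least 80%, whatever share of replicates individually reach that level; inactive means mean lysis activity below 80%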
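Assay system: log-phase C. neoformans yeast / Quantity: yeast cell density of 5 × 10^6 cells/mL / Medium: fresh YPD growth medium / Compound: single dose / Timing: static 4 h at 37 °C with compound, 1 h detection / Measured by: adenylate kinase release luminescence / Read-out: lysis from increased AK signal / Benchmarks: Clomiphene as positive lysis control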
ARNT TACC3 PPI = disruptors of ARNT/TACC3 protein interaction, primary screen, biochemical, AlphaScreen, single concentration; AlphaScreen His-ARNT PAS-B/GST-TACC3 binding, luminescence; TACC3 fragment carries E629A point mutation; inhibition, % at 9.99 µM; 0.66% of 390,000 active; AID 623870, 2012; Transforming acidic coiled-coil-containing protein 3 (Homo sapiens), Q9Y6A5;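 active means mean inhibition of replicates at least 50% and at least half of replicates each reaching 50%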;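 further: 0% = complete ARNT plus TACC3 wells and 100% = ARNT alone without TACC3; many hits fall short of the cut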
esBAF inh = Bmi1 luciferase reporter increase in mESCs, primary screen, esBAF inhibitor project, mouse ES cells, Bmi1 luciferase knock-in, single point; reporter increase, % at 12.5 µM; 2% of 350,000 active; 24 h; 100% = twice the neutral-well signal; in the data active means activation above about 40%;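 further: 0% = median of the plate's neutral control wells and 100% = double that signal; a rise in the Bmi1 reporter signal indicates esBAF inhibition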
ERp5 inh = inhibitors of ERp5-driven insulin aggregation, primary screen, biochemical, turbidity, absorbance 650 nm, single point. Protein disulfide-isomerase A6 (Homo sapiens), Q15084. 90 min. inhibition, % at 9.99 µM. 0.05% of 350,000 active;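 active means mean replicate inhibition above about 25%, with every replicate also reaching it, limit read from the data, passing the limit was not always enough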
Target sequence (Q15084 whole entry, looked up): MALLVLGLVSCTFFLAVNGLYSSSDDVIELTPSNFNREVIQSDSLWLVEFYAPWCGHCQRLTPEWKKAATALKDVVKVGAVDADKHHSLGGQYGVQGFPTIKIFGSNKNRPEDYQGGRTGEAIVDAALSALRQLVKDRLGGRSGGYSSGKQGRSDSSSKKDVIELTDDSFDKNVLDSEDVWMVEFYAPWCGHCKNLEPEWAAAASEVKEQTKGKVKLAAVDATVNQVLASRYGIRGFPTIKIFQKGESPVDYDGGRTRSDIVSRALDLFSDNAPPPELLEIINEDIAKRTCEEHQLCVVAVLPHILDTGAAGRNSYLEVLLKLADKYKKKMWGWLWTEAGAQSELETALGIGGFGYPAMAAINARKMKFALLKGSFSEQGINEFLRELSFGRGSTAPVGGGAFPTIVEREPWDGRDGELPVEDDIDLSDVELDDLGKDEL
SIRT5 block = SIRT5 desuccinylase inhibitors, primary screen, biochemical, fluorescence imaging, single point, set 5 | NAD-dependent protein deacylase sirtuin-5, mitochondrial (Homo sapiens), Q9NXA8 | Purified SirT5, succinyl-peptide AMC, trypsin-coupled fluorescence | inhibition, % at 15 µM | 1.1% of 330,000 active | AID 652115, 2013; in the data active means inhibition above about 15%
Target sequence (Q9NXA8 whole entry, looked up): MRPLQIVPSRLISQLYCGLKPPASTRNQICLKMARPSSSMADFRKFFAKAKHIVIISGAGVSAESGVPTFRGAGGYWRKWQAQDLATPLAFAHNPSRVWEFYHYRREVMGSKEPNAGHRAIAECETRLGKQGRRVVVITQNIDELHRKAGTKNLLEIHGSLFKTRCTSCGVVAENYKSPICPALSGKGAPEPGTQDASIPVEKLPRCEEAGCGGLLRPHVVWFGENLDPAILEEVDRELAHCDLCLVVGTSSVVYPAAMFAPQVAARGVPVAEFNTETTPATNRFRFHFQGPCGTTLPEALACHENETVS
miR122 inh = miR-122 Renilla sensor signal increase in Huh7, primary screen, miR-122 inhibitor project, cell-based, single point, plate reader; 0.3% of 340,000 active; AID 602342, 2012; Huh7 miR-122 Renilla luciferase sensor, 48 h; neutral wells = 0, positive control = 100; activation (reporter increase), % at 12.5 µM;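 active means mean replicate activation score at least 90 and every replicate individually at or above 90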;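 further: higher luciferase means less miR-122 activity so hits act as miR-122 inhibitors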
Starred values were filed as active, the others as inactive; · = not tested or not shown; [ ] = another dose, or the depositor's remark.

SMILES	C2C12 statin	Cneo AK release	ARNT TACC3 PPI	esBAF inh	ERp5 inh	SIRT5 block	miR122 inh
CSCC[C@H](NC(=O)C(C)Oc1ccc(Cl)cc1)c1nc2ccccc2[nH]1 (some centres not stated)	8	2	·	3	·	·	19
CC(=O)c1ccc(N2CCN(C(=O)CCc3ccccc3)CC2)cc1	13	3	-6	5	2	8	·
CCC(=O)N[C@@H]1CC[C@H](CC(=O)NCc2ccccc2OC)O[C@H]1CO	1	51	-2	-2	3	4	·
CC1CCCN(S(=O)(=O)Cc2ccc(Cl)cc2)C1 (configuration not stated)	-5	1	-10	3	-2	1	-2
Cc1cc(S(=O)(=O)N2CCN(C(=O)c3ccco3)CC2)ccc1F	-9	0	-3	-5	1	-3	-1
C[C@H]1CCCCO[C@H](CN(C)C(=O)Nc2ccc(C(F)(F)F)cc2)[C@@H](C)CN([C@@H](C)CO)C(=O)c2cc(NC(=O)Nc3ccc4c(c3)OCO4)ccc2O1	-25	4	17	5	2	14	-3[16.7 µM]
C[C@H]1CN([C@@H](C)CO)S(=O)(=O)c2ccc(-c3ccccc3)cc2O[C@H]1CN(C)C(=O)CC1CC1	55	-1	-5	0	1	-1	-2[16.7 µM]
O=C1c2ccccc2CN1c1ccccc1	-3	-3	-5	55*	2	·	-7
Cc1nn(C)c(Oc2cccc(Cl)c2)c1C(=O)O	·	1	-4	-8	·	·	-15
CCc1ccc(NC(=O)CN2C(=O)CC(C)S(=O)(=O)c3ccccc32)cc1 (configuration not stated)	2	-2	-17	0	2	1	·
O=[N+]([O-])c1ccc(O)c(/C=N/n2c(-c3ccccc3)n[nH]c2=S)c1	3	-2	-6	-4	1	0	7
O=C(N1CCOCC1)N1CCc2ccccc21	0	1	-9	-6	1	-3	-1
C[C@H](CO)N1C[C@H](C)[C@@H](CN(C)C(=O)C2CCOCC2)Oc2ncc(C#CCc3ccccc3)cc2C1=O	8	86*	-5	-3	-2	-10	·
Cc1cc(C(=O)Nc2cccc3c2O[C@@H](CN(C)C(=O)Nc2ccccc2)[C@@H](C)CN([C@@H](C)CO)C3=O)n(C)n1	-23	0	-11	7	-1	0	-1[16.7 µM]
N#Cc1cc(-c2ccccc2)nnc1Oc1ccccc1Cl	·	-1	-2	·	·	·	3
CC(=O)Nc1ccc(Oc2ccc3c(c2)C(=O)NC3=O)cc1	1	-4	0	-3	3	-4	1
O=[N+]([O-])c1nn(-c2ccc3c(c2)OCCO3)n(O)c1=NC1CCCCCC1	55	0	6	15	·	·	-1
Cc1ccnc(NS(=O)(=O)Cc2ccccc2)c1	8	0	-4	9	·	·	0
C=C(C)C(=O)Nc1cccc(C2=NOC3(C2)C[C@@H](C(N)=O)N(C(=O)c2cc([N+](=O)[O-])cc([N+](=O)[O-])c2)C3)c1 (some centres not stated)	-3	-1	-8	-5	·	·	1
O=C(OCc1ccccc1)/C(=C(\O)c1ccccc1Br)c1ccc(-c2ccccc2)cn1	-27	-5	·	6	-2	-1	·
Cc1ccc(C(=O)N/N=C/c2cc(Br)ccc2O)cn1	12	-5	20	-55	1	0	·
CCCCNC(=O)C1(C)CCCCN1C(=O)c1ccc(F)c(C)c1 (configuration not stated)	-1	0	·	-1	1	·	-6
Cc1cc(=O)[nH]c(SCC(=O)Nc2ccc(S(=O)(=O)N3CCCCC3)cc2)n1	5	0	5	0	·	·	6
O=c1c2c3c(sc2n(CCN2CCCC2)c(=O)n1Cc1ccco1)CCCCC3	9	5	7	-3	·	·	12
Cc1occc1-c1nnc(SCC(=O)Nc2ccccn2)o1	·	·	2	·	-1	-3	·
CCc1nn(C)c(N)c1C	30	2	-4	0	2	-2	-1
O=C(NCCCl)Nc1ccccc1NS(=O)(=O)c1cccs1	7	0	-5	-3	7	·	-11
O=C(C[C@@H]1C=C[C@@H](NC(=O)C2CC2)[C@H](CO)O1)NC1CCC1	5	18	-8	1	3	-2	0[16.7 µM]
CC(C)Nc1nnc(SCC(=O)c2c[nH]c3ccccc23)s1	·	-3	-1	·	·	·	-2
CC(=NOC(=O)C1CCCCC1)c1nccs1	4	0	·	-8	0	-1	-6
CCN1CCN(C(=O)C(C)Sc2nnc3nc(C)cc(C)n23)CC1 (configuration not stated)	12	1	3	-2	0	-2	-2
NC(=O)c1c(NC(=O)C2c3ccccc3Oc3ccccc32)sc2c1CCCCC2	·	1	-5	·	·	·	-6
CS(=O)(=O)Cc1nc2ccccc2n1CC(=O)Nc1cccc(S(=O)(=O)N2CCCC2)c1	10	-1	5	-6	-2	0	8
O=C(C[C@H]1CC[C@@H]2[C@H](COC[C@H](O)CN2C(=O)c2ccc3c(c2)OCO3)O1)NC1Cc2ccccc2C1	-9	-3	11	3	-1	-1	-5[16.7 µM]
CC(C)Oc1ccc(CN2CCC2(C)C(=O)Nc2cccc3cccnc23)cc1 (configuration not stated)	-18	0	·	-3	-10	-8	-10
O=C(Nc1ccc(F)cc1)c1oc2ccccc2c1NC(=O)C1CCCC1	·	·	-1	·	5	-2	15
O=C(C[C@@H]1C=C[C@@H](NC(=O)NC2CCCCC2)[C@H](CO)O1)NCc1ccc(Cl)cc1	1	56	-16	1	-5	8	·
CCOC(=O)C1=C(c2ccccc2)NC(=O)NC1c1cccc(OC)c1OC (configuration not stated)	·	·	-10	·	-4	2	·
Cc1cccc(Oc2ccc(S(=O)(=O)N3CCCCC3)cc2NC(=O)C2=COCCO2)c1	-53	-3	·	-7	-5	-5	2
O=C(Cc1c[nH]c2ccccc12)NCc1ccc2c(c1)OCO2	23	-2	-5	8	·	·	3

5 entries from above, ordered by their value in ARNT TACC3 PPI, high to low:
| SMILES | ARNT TACC3 PPI |
| --- | --- |
| O=C(C[C@H]1CC[C@@H]2[C@H](COC[C@H](O)CN2C(=O)c2ccc3c(c2)OCO3)O1)NC1Cc2ccccc2C1 | 11 |
| NC(=O)c1c(NC(=O)C2c3ccccc3Oc3ccccc32)sc2c1CCCCC2 | -5 |
| O=C(C[C@@H]1C=C[C@@H](NC(=O)C2CC2)[C@H](CO)O1)NC1CCC1 | -8 |
| CCOC(=O)C1=C(c2ccccc2)NC(=O)NC1c1cccc(OC)c1OC (configuration not stated) | -10 |
| O=C(C[C@@H]1C=C[C@@H](NC(=O)NC2CCCCC2)[C@H](CO)O1)NCc1ccc(Cl)cc1 | -16 |

In the list so far, 2 contain bromine.
SMILES	C2C12 statin	Cneo AK release	ARNT TACC3 PPI	esBAF inh	ERp5 inh	SIRT5 block	miR122 inh
O=C(OCc1ccccc1)/C(=C(\O)c1ccccc1Br)c1ccc(-c2ccccc2)cn1	-27	-5	·	6	-2	-1	·
Cc1ccc(C(=O)N/N=C/c2cc(Br)ccc2O)cn1	12	-5	20	-55	1	0	·

The list continues.
SMILES	C2C12 statin	Cneo AK release	ARNT TACC3 PPI	esBAF inh	ERp5 inh	SIRT5 block	miR122 inh
CCOC(=O)N1CCN(CC(O)COc2ccc(C(C)C)c(C)c2)CC1 (configuration not stated)	5	2	-7	-2	-2	-3	8
Cc1cc(NC(=O)c2ccc(Cl)cc2)c(C)cc1O	·	·	3	·	-1	-1	·
Cc1ccccc1NC(=S)NNC(=O)c1ccco1	5	-1	2	4	1	-3	-1
CCCNC(=O)N1[C@H](CO)[C@@H](c2ccc(C3=CCCCC3)cc2)[C@@H]1C#N	28	44	-1	0	1	0	·
Cc1noc(C)c1S(=O)(=O)Nc1ccc2c(c1)CC(=O)N([C@@H](C)CO)C[C@@H](C)[C@H](CN(C)CC1CC1)O2	-14	0	-13	-1	-1	0	-8[16.7 µM]
Cn1cccc1/C=C1\SC(=O)N(CC(=O)Nc2ccc(Cl)cc2)C1=O	-10	-1	-2	-2	0	1	-3
COCC(=O)Nc1ccc2c(c1)[C@@H]1C[C@@H](CC(=O)NCc3ccccc3OC)O[C@@H](CO)[C@@H]1O2	-5	8	-2	-4	·	19*	-5[16.7 µM]
COc1ccc2oc(C(=O)OCC(=O)NC3CCCCC3)c(C)c2c1	0	-3	-4	10	1	-2	-1
CN(C(=O)COC(=O)c1cc(=O)[nH]c2ccccc12)C1CCCCC1	-5	-4	3	59*	1	-7	0
CN1C(=O)c2cc(NC(=O)Nc3ccccc3Cl)ccc2OC[C@H]2O[C@H](CC(=O)O)CC[C@H]21	-2	-1	-3	2	·	·	-43[16.7 µM]
O=C1C2CCCN2C(c2ccc(Br)cc2)N1c1ccc(F)cc1 (configuration not stated)	1	-6	9	-7	7	0	·
Cc1ccc(CC(=O)Nc2nc3ccccc3[nH]2)cc1C	5	0	-1	17	·	·	-1
COc1ccc(NC(=O)C2CCCCN2S(=O)(=O)c2ccc(F)cc2)c(OC)c1 (configuration not stated)	15	3	35	-1	·	·	5
O=C(O)c1ccc2oc(=O)c(S(=O)(=O)c3ccccc3)cc2c1	3	-3	-6	-2	2	2	-9
CC1(C)C(CC(=O)O)CC1C(=O)O (configuration not stated)	2	-1	-4	0	1	·	-5
O=C1CCN(CCc2ccccc2)CCN1CCSc1ccc(Br)cc1	-28	-1	-8	5	1	·	4
O=C(COC(=O)C1CSC2(c3ccc(F)cc3)CCC(=O)N12)NC(=O)NC1CCCC1 (configuration not stated)	·	·	-8	·	4	-1	·
COc1ccc(S(=O)(=O)Nc2ccc(C(F)(F)F)cc2)cc1OC	8	0	-6	4	·	·	128*
CCCCC(=O)Nc1ccc(NCc2ccc(C)s2)cc1	5	1	1	5	7	-1	-4
C[C@@H]1CN([C@@H](C)CO)C(=O)c2cc(-c3cccnc3)cnc2O[C@@H]1CN(C)Cc1ccc(Oc2ccccc2)cc1	-12	0	6	-3	3	3	-10[16.7 µM]
CC12CCC(=O)N1C(C(=O)NNC(=O)COc1cccc(C(F)(F)F)c1)CS2 (configuration not stated)	0	2	2	-1	2	-2	5
Cc1ccc(NC(=O)NC2CCN(CC(=O)Nc3nccs3)CC2)cc1	-2	0	-1	-2	·	·	-6
COc1ccccc1COc1cccn2c(N(C)C(=O)CCC3CCCC3)c(C)nc12	-13	1	·	1	-8	3	-1
O=C(C[C@H]1CC[C@@H](NC(=O)c2cccnc2)[C@@H](CO)O1)NCCN1CCCCC1	-2	1	0	0	0	0	·
COCC#Cc1cnc2c(c1)C(=O)N([C@H](C)CO)C[C@H](C)[C@@H](CN(C)C(=O)CN1CCOCC1)O2	5	2	14	2	2	-2	-6[16.7 µM]
CC(=O)C1(O)CCC2C3CC(C)C4=CC(=O)CCC4(C)C3CCC21C (configuration not stated)	-10	0	·	2	-3	1	2
Cc1ccccc1N1CC(=O)N(c2ccccc2C)CC1=O	18	-1	-11	-7	·	·	2
COc1cccc2cc(C(=O)Nc3ccccc3C)/c(=N/NS(=O)(=O)c3ccccc3)oc12	5	-2	-1	3	0	0	-1
CCCNC(=O)C1(C)CCN(CCS(=O)(=O)c2ccc(C)cc2)C1 (configuration not stated)	13	2	·	-9	0	·	-2
CN1c2ccc(-c3ccccc3)cc2[C@@H]2[C@@H](CCN2C(=O)c2ccncc2)[C@@H]1CO	0	7	2	-3	1	1	8[16.7 µM]
COCC(=O)N1C[C@@H](C)[C@@H](OC)CN(C)C(=O)c2ccc(NC(=O)c3ccccc3)cc2OC[C@H]1C	8	-5	-5	-2	0	-1	3[16.7 µM]
C[C@H](CO)N1C[C@H](C)[C@H](CN(C)Cc2ccncc2)Oc2ncc(C#Cc3cccc(F)c3)cc2C1=O	4	2	0	-7	-8	-6	-1[16.7 µM]
Clc1cccc(Cl)c1Cn1cnc2c(N3CCCCCC3)ncnc21	-2	3	-23	-5	·	·	·

Not a hit list; 4% or so of the library scored in one or more.
